# Assay outcomes: PubChem, Sanford-Burnham Center for Chemical Genomics
# UBC13 inh – inhibitors of human UBC13 polyubiquitin chain formation; P61088; TR-FRET; inhibition, % at 20 µM; hit rate 0.47% among 330,000; in the data active = inhibition above about 45%, passing the limit was not always enough
# APOBEC3G inh – inhibitors of human APOBEC3G DNA deaminase. hit rate 0.28% among 330,000. inhibition, % at 20 µM. recombinant A3G, ssDNA deamination FAM/TAMRA fluorescence. Q9HC16;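 active = inhibition of at least 40% at 20 µM, with no more than 30% in the related APOBEC3A deaminase screen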;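 note: plate controls were DMSO wells with A3G for no effect and wells lacking A3G enzyme for full effect; some compounds called inactive have numbers as strong as hits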
# SENP1 FRET inh – inhibitors of human SENP1 SUMO protease catalytic domain; recombinant SENP1 catalytic domain, CyPet-SUMO1-YPet FRET cleavage; hit rate 0.21% among 360,000; inhibition, % at 10 µM; Q9P0U3;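 active = inhibition at least 30% at 10 µM, raw YFP signal under a set limit, fluorescence ratio 0.5 to 1.5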;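 note: 0% = enzyme with DMSO and 100% = no enzyme wells; some results filed as inactive read as strong as hits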
#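 System: Recombinant human SENP1 catalytic domain, His6-tagged | Incubation: Enzyme reaction for 50 min at room temperature, dark | Medium: Tris pH 8 with BME, BSA, NP40 and catalase | Also added: 25 nM SUMO1 FRET substrate | Compound: 10 µM single point, 0.5% DMSO | Measured by: FRET fluorescence in CFP and YFP emission channels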
# SENP7 inh – SENP7 protease inhibition; hit rate 1.5% among 330,000; recombinant SENP7, Z-RLRGG-aminoluciferin luminescence, 40 min; inhibition, % at 5 µM;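 active = inhibition above about 50% at the single test dose, limit read from the data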;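 note: plate controls were DMSO with enzyme for no effect and no enzyme buffer wells for full effect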
# SENP8 block-1 – SENP8 (human) protease inhibition; inhibition, % at 20 µM; hit rate 0.64% among 360,000; AID 602440; recombinant SENP8, Nedd8 substrate fluorescence; Q96LD8; in the data active = inhibition mostly above about 40%, no sharp cut-off; inactive = mostly below about 27%
# Apaf1 inhib – blocks human Apaf-1 apoptosome activity; AID 489030; hit rate 0.71% among 330,000; inhibition, % at 20 µM; reconstituted apoptosome caspase-3 activity, DEVD-Rh110 fluorescence; active = inhibition of at least 40% at 20 µM;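 note: plate controls were DMSO wells for no effect and DEVD-CHO caspase inhibitor wells for full effect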
# Target sequence (O14727 whole entry, looked up): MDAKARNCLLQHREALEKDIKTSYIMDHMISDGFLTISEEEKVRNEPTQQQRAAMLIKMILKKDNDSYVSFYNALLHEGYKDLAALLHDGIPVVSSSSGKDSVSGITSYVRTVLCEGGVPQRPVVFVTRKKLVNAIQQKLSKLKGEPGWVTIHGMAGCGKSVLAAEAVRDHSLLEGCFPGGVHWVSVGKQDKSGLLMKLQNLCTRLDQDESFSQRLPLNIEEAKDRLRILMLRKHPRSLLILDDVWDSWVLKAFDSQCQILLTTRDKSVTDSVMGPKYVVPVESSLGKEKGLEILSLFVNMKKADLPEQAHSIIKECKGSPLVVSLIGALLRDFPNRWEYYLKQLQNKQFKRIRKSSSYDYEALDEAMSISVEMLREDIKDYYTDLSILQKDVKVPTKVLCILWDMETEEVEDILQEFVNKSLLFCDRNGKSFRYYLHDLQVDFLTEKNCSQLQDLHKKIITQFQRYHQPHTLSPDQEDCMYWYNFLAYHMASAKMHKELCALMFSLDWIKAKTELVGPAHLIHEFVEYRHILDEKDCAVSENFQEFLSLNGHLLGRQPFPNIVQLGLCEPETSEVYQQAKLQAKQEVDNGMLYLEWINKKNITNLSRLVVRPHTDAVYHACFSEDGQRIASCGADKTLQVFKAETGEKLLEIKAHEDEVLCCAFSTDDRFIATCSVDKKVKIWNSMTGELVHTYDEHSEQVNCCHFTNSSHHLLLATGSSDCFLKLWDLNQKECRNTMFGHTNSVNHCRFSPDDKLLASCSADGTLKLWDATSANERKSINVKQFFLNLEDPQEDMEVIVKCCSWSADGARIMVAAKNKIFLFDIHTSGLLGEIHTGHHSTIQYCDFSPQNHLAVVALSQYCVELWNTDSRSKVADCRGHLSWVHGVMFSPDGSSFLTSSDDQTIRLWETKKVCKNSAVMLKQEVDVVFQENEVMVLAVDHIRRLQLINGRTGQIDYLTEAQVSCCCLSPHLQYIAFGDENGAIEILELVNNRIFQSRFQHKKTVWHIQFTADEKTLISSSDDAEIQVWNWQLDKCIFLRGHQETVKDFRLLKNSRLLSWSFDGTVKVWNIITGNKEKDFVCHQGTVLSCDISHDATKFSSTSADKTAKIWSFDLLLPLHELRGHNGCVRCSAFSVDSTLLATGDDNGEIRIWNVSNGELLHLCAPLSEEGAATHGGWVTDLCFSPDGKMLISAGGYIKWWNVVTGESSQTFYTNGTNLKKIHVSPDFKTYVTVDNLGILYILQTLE
#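 Material: reconstituted apoptosome with Apaf-1, cytochrome c, caspase-9, procaspase-3, dATP / Buffer or medium: pH 7.5 Hepes buffer with CHAPS, BSA, DTT / Also added: cytochrome c with DEVD-Rh110 / Schedule: compound with Apaf-1, dATP, procaspase-3 30 min, then 50 min reaction, room temperature / Technique: rhodamine 110 fluorescence at Ex 480/Em 540 nm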
# SENP6 inh – inhibitors of human SENP6 protease; Q9GZR1; Recombinant SENP6 catalytic domain, aminoluciferin luminescence; inhibition, % at 10 µM; hit rate 1.8% among 330,000;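 active = inhibition above about 50% at the single tested dose, limit read from the data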;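 note: plate controls were DMSO wells with enzyme for no effect and DMSO wells lacking enzyme for full effect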
# SENP8 block-2 – inhibitors of human SENP8 protease; inhibition, % at 10 µM; purified SENP8, Z-RLRGG-aminoluciferin cleavage, luminescence; hit rate 1.2% among 330,000; AID 2540; Q96LD8; in the data active = inhibition above about 50%
# Active calls of the source: *.
SMILES,UBC13 inh,APOBEC3G inh,SENP1 FRET inh,SENP7 inh,SENP8 block-1,Apaf1 inhib,SENP6 inh,SENP8 block-2
O=C(Nc1ccc(S(=O)(=O)N2CCCCC2)cc1)c1ccco1,-2,-9,2,-5,5,-3,-20,3
O=C(Nc1cccc2ncccc12)C(Cl)(Cl)Cl,3,-1,-3,10,13,-6,-1,0
Cc1ccc(NC(=O)Nc2nnc(-c3ccncc3)s2)cc1,-18,-8,-30,-3,-113,19,-8,-9
O=C1CSC(=Nc2ccc(O)cc2)N1c1ccc(O)cc1,1,-6,4,-3,22,-6,4,-6
CC(C)CN=c1cc(-c2ccccc2)oc2ccc(Cl)cc12,7,-2,-8,5,15,14,8,-5
CC(NC(=O)Cc1ccccc1)C(=O)O (stereo unspecified),-22,-10,3,1,5,-2,-25,-11
O=C(Cn1ncc2c([nH]c3ccccc32)c1=O)N1CCN(c2ccccc2F)CC1,-14,-5,1,-8,-5,7,-7,-5
COc1cccc(C2c3c(oc4ccccc4c3=O)C(=O)N2c2ccccn2)c1 (stereo unspecified),8,6,3,10,4,9,-1,-9
Cc1cc(C(=O)Nc2ccccc2C)on1,-13,-1,4,-7,5,5,0,-14
CCOC(=O)Nc1ccc2c(C)cc(=O)oc2c1,6,-4,1,10,-279,-3,16,-20
COc1ccc(/C=C2\SC(=S)N(CCC(=O)Nc3ccc(C(=O)O)cc3)C2=O)cc1OC,-25,8,-53,-14,26,-364,-10,-4
Cc1ccc(S(=O)(=O)NNC(=O)CCC(=O)Nc2ccc(C)cc2C)cc1,13,-9,1,2,15,-2,-3,-4
Cc1cccc(N2CCN(C(=O)COc3ccc4c(c3)CCC4)CC2C)c1 (stereo unspecified),4,-7,-3,3,7,8,-7,6
CCC/C(=N\NC(=O)c1ccco1)c1ccc(Cl)s1,-6,-5,0,-5,-5,3,6,1
CS(=O)(=O)N(Cc1ccc(Cl)cc1)c1ccc(C(=O)NCC2CCCO2)cc1 (stereo unspecified),2,-8,3,4,0,7,7,0
O=[N+]([O-])c1cccc(C2Nc3cccc4cccc(c34)N2)c1,4,18,3,14,23,19,26,4
CCOc1ccc(CN(C)CC(=O)Nc2cccc3ccccc23)cc1OC,12,-5,0,5,2,3,7,4
CCOC(CNC(=O)c1cccn2c(=O)c3cc(Cl)ccc3nc12)OCC,7,-3,-28,-10,-292,35,-4,-7
O=C(c1ccc2ccccc2c1)N1CCCCC1,-4,-9,1,8,11,3,-2,5
CC(C)(C)C(=O)Nc1sc2c(c1-c1nc3ccccc3[nH]1)CCCC2,10,-5,0,8,-315,-25,-9,2
COc1ccccc1CN1CC(C(=O)NCc2cc(F)cc(C(F)(F)F)c2)CCC1=O (stereo unspecified),0,-3,1,-6,-2,8,1,-4
O=C(Cn1c(=O)oc2ccccc21)Nc1n[nH]c(=S)s1,-13,81*,-1,-5,10,-3,-2,3
COc1cccc(-n2c(SCC(=O)N3CCOCC3)nnc2-c2c[nH]c3ccccc23)c1,11,0,1,-4,14,8,-4,-2
CC12CCC(C(=O)NCc3ccc4c(c3)OCO4)(C(=O)C1=O)C2(C)C (stereo unspecified),12,3,0,-3,34,-6,2,-6
CCC(=O)OCCNc1cc(SCCC(=O)OC)c2nonc2c1[N+](=O)[O-],-42,-4,-28,11,32,24,37,13
CCN(CC)CCCNC(=O)c1ccccc1NC(=O)C1=CSCCO1,4,0,0,12,9,-3,3,-7
C(=N\Nc1nc(N2CCCC2)nc(N2CCCC2)n1)/c1ccncc1,20,-8,1,4,10,8,-20,2
Cc1cccc(N2CCN(C(=O)c3ccc4c(c3)CCN4S(C)(=O)=O)CC2)c1C,0,0,2,-3,1,20,-6,0
O=C(CCCN1C(=O)c2cccnc2Oc2ccc(Cl)cc21)N1CCCCC1,-6,15,0,3,10,16,-2,4
Cc1ccc(Cl)cc1N1CCN(S(=O)(=O)c2ccc3[nH]c(=O)ccc3c2)CC1,14,-2,3,-2,-3,8,-8,3
O=C(O)c1cc(-c2ccco2)nc2ccccc12,7,38,4,2,-489,5,-11,4
CCCN(CCC)C(=O)CC(c1ccc(F)cc1)c1ccco1 (stereo unspecified),-8,0,-8,5,-3,9,-15,4
COc1cccc(CN(CC(=O)NC2CCCC2)C(=O)Cn2nnc(-c3cccs3)n2)c1,2,-3,2,4,22,5,2,-4
CC(=O)Nc1ccc(Cl)c(C(N)=O)c1,17,-3,0,0,18,-12,-10,1
COc1ccc2nc(SCC(=O)NC3CC3)c(C#N)cc2c1,-2,-3,-13,-5,-44,9,-16,-10
O=C1C=C(N2CCCCCC2)C2(CCCCC2)O1,2,-9,1,-2,7,-3,-21,3
CCCC1=C(C(=O)OCC)C(c2ccc(NC(C)=O)cc2)NC(=O)N1 (stereo unspecified),4,-1,3,4,-40,-22,-10,-2
CC(=O)N1c2c(cc(Br)cc2S(=O)(=O)NCC2COc3ccccc3O2)CC1C (stereo unspecified),-10,-2,1,-6,14,21,-11,-4
CCOC(=O)N1CCN(C(=O)CCSc2ccc(C)cc2)CC1,-6,-6,4,-7,23,12,-19,-11
O=C(CSc1ccccc1)NN1C(=O)c2ccccc2C1=O,-6,-9,2,-8,22,15,3,-6
CCC(C)C(NC(=O)OCc1ccccc1)C(=O)NCC(c1ccccc1)N(C)C (stereo unspecified),8,0,0,3,25,-3,-22,0
COC(=O)c1ccc(C)c(NC(=S)NCc2ccc(Cl)cc2)c1,2,-5,0,-1,9,1,-17,-3
O=C(CSc1cccc[n+]1[O-])Nc1cc(Cl)ccc1[N+](=O)[O-],-13,-1,-1,-7,14,0,1,-4
O=C(NC1CC1)C1CCCN1C(=O)NC1CCCCC1 (stereo unspecified),8,-8,2,3,6,-7,7,4
C=C[C@@H]1c2ccccc2N(S(=O)(=O)c2ccc(C)cc2)[C@H](c2ccccc2)C1(C#N)C#N,3,-10,-2,-2,9,7,5,4
O=C(Nc1ccc2c(c1)OCCO2)N1CCN(c2ccccc2)CC1,-5,-5,2,-6,31,-8,-5,-17
O=C(CN1C(=O)CC(c2ccco2)Sc2ccccc21)NCc1ccc2c(c1)OCO2 (stereo unspecified),10,-3,-4,-2,8,6,-1,10
Cc1onc(-c2ccccc2Cl)c1C(=O)N(C)C1CCCCC1,-1,-4,-2,-7,13,2,4,7
COc1cc(C(=O)NC(C)c2ccccc2)ccc1OCC(=O)N1CCOCC1 (stereo unspecified),-1,-8,2,-13,5,13,-12,-14
Cc1cc(=O)n2[nH]c(COc3ccccc3)nc2n1,2,-5,2,4,13,-3,-2,0
# (continued)
SMILES,UBC13 inh,APOBEC3G inh,SENP1 FRET inh,SENP7 inh,SENP8 block-1,Apaf1 inhib,SENP6 inh,SENP8 block-2
Cc1cccc(C)c1NC(=O)CSc1ncnc2[nH]ncc12,-9,-7,1,-4,1,15,3,-15
CCOC(=O)C1=C(c2ccccc2)Nc2ncnn2C1c1cccc(OC)c1OC (stereo unspecified),-6,-3,2,-7,16,0,-3,-6
Cc1ccc2sc(N3CCN(CCNC(=O)c4ccco4)CC3)nc2c1C,3,-4,0,8,6,27,-12,-4
CCN1C(=O)[C@H]2[C@@H](c3ccc(-c4ccc5c(c4)OCO5)cc3)N3CCC[C@@]3(C(=O)OC)[C@H]2C1=O,6,-3,-1,1,-488,25,34,24
Cc1cc(C(=O)COC(=O)COc2ccc(C#N)cc2)c(C)n1C1CC1,4,0,0,-6,10,10,-9,-2
COc1cc(/C=N/NC(=O)CSc2nc3ccccc3n2C)cc(OC)c1OC,3,-9,1,3,16,0,10,2
COc1ccccc1OCC(=O)NCCS(=O)(=O)N1CCN(c2ccc(F)cc2)CC1,0,-2,3,-4,7,1,14,7
CCC1CCCCN1CCCNC(=O)c1ccc(/C=C2/Sc3ccccc3NC2=O)cc1 (stereo unspecified),41,-9,-62,-2,-77,27,-11,10
Nc1nc(SCC(=O)c2ccc(F)cc2)n[nH]1,4,2,0,2,16,1,-14,12
CCN(CC)S(=O)(=O)c1cc(NS(=O)(=O)c2cccs2)ccc1C,12,-7,1,-9,3,-6,11,8

# In the list so far, these have a COOH group:
SMILES,UBC13 inh,APOBEC3G inh,SENP1 FRET inh,SENP7 inh,SENP8 block-1,Apaf1 inhib,SENP6 inh,SENP8 block-2
CC(NC(=O)Cc1ccccc1)C(=O)O (stereo unspecified),-22,-10,3,1,5,-2,-25,-11
COc1ccc(/C=C2\SC(=S)N(CCC(=O)Nc3ccc(C(=O)O)cc3)C2=O)cc1OC,-25,8,-53,-14,26,-364,-10,-4
O=C(O)c1cc(-c2ccco2)nc2ccccc12,7,38,4,2,-489,5,-11,4

# The listing continues:
SMILES,UBC13 inh,APOBEC3G inh,SENP1 FRET inh,SENP7 inh,SENP8 block-1,Apaf1 inhib,SENP6 inh,SENP8 block-2
COc1ccc(C)cc1NC(=O)CCCN1C(=S)NC(C)(C)CC1C (stereo unspecified),-12,-11,0,-6,6,6,3,-1
COc1ccc(-c2noc(CCCc3ccccc3)n2)cc1OC,-5,-2,-1,-1,-8,22,-10,-2
CCc1ccc(Nc2nnc(SCC(=O)N(C)CC(=O)Nc3ccccc3CC)s2)cc1,-16,-8,-1,-5,19,6,-8,-14
COc1ccc(C(=O)NNC(=S)NC(=O)c2cccnc2)cc1,-1,11,0,7,1,-4,17,9

# In the list so far, 10 have an aryl thioether with sulfur outside any ring.
SMILES,UBC13 inh,APOBEC3G inh,SENP1 FRET inh,SENP7 inh,SENP8 block-1,Apaf1 inhib,SENP6 inh,SENP8 block-2
COc1cccc(-n2c(SCC(=O)N3CCOCC3)nnc2-c2c[nH]c3ccccc23)c1,11,0,1,-4,14,8,-4,-2
CCC(=O)OCCNc1cc(SCCC(=O)OC)c2nonc2c1[N+](=O)[O-],-42,-4,-28,11,32,24,37,13
COc1ccc2nc(SCC(=O)NC3CC3)c(C#N)cc2c1,-2,-3,-13,-5,-44,9,-16,-10
CCOC(=O)N1CCN(C(=O)CCSc2ccc(C)cc2)CC1,-6,-6,4,-7,23,12,-19,-11
O=C(CSc1ccccc1)NN1C(=O)c2ccccc2C1=O,-6,-9,2,-8,22,15,3,-6
O=C(CSc1cccc[n+]1[O-])Nc1cc(Cl)ccc1[N+](=O)[O-],-13,-1,-1,-7,14,0,1,-4
Cc1cccc(C)c1NC(=O)CSc1ncnc2[nH]ncc12,-9,-7,1,-4,1,15,3,-15
COc1cc(/C=N/NC(=O)CSc2nc3ccccc3n2C)cc(OC)c1OC,3,-9,1,3,16,0,10,2
Nc1nc(SCC(=O)c2ccc(F)cc2)n[nH]1,4,2,0,2,16,1,-14,12
CCc1ccc(Nc2nnc(SCC(=O)N(C)CC(=O)Nc3ccccc3CC)s2)cc1,-16,-8,-1,-5,19,6,-8,-14
